Pf Dd2 inh: inhibitors of Plasmodium falciparum Dd2 growth; P. falciparum Dd2 growth, SYBR Green, 72 h; Potency, µM (top dose mostly 28.9 µM), for inactives: top-dose activity, negative = inhibition, actives largely listed as inhibitors; 120,000 compounds, 4.3% hits; active = well fitted inhibition curve with a large enough effect; inconclusive = small, poorly fitted or top-dose-only effect; inactive = no such curve, though single readings can be large or run the other way;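 note: plate controls were DMSO vehicle for no effect and reference drug for full effect; nearly all actives have a fitted effect of over 65% in size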
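Infected erythrocytes (Dd2, 0.3% parasitemia, 2.5% hematocrit final) are added to compound in RPMI-1640/Albumax II medium, grown 72 h at 37C in low oxygen, then lysed with saponin/Triton-X containing SYBR Green and read by fluorescence.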
Numbers without * were called inactive; i = inactive; ? = inconclusive; [ ] = dose if it differs, or a comment. Potency is the fitted concentration of half-maximal effect. Some of the compounds tested, so the mix of outcomes need not match the whole.

smiles,Pf Dd2 inh
CC(C)c1ccc(CNc2nc(-c3ccco3)nn2S(=O)(=O)c2ccc3ccccc3c2)cc1,?
CC(=O)c1cccc(NC(=O)c2cccn2-c2nnc(N3CCCCC3)s2)c1,-13%
CCC1Oc2ccc(NC(=O)CC(C)(C)C)cc2CN(Cc2ccc(F)cc2)C1=O (configuration not stated),i
Cc1ccccc1NC(=O)CSc1nnc(C)c(=O)[nH]1,29%
FC(F)(F)c1cc(-c2ccccc2)nc2cc(-c3ccc(Br)cc3)nn12,12%
O=C(NCc1ccccc1)c1ccc(N2CC3CC(C2)[C@H]2CCCC(=O)N2C3)nc1 (some centres not stated),?
COc1ccccc1NC(=O)C(Cc1ccccc1)NS(=O)(=O)c1ccc2c(c1)CCN2C(C)=O (configuration not stated),i
CC(=O)Nc1ccc(Nc2ncnc3c2cnn3C)cc1,42%[activator]
COc1ccc(CCNCc2ccc3c(c2)n(C)c(=O)n3C)cc1,?
O=c1c2nc(-c3ccc(O)c(F)c3)ccc2ncn1Cc1ccccn1,-7%[44.1 µM]
CC(C)(C)CC(=O)NC1CCN(c2cnn(Cc3ccccc3)c(=O)c2)CC1,i
C[S+](=O)([O-])N1Cc2ccccc2CC2(CCCN(Cc3ccccc3)C2)C1 (configuration not stated),-12%
CC(C)C[C@@H]1N[C@H](C(=O)O)Cc2cn(CC3CC3)c3cccc1c23,?
COC(=O)C(Cc1c[nH]c2ccccc12)NC(=O)COc1cccc(C)c1 (configuration not stated),18%
CCN1CCN(c2c(S(=O)(=O)c3ccccc3)cnc3ccc(Cl)cc23)CC1,?
CC(NC(=O)COc1ccc(F)cc1)C(=O)N1CCN(c2ccccn2)CC1 (configuration not stated),i
CCCc1cc(=O)oc2cc(C)c3c(-c4cccc(OC)c4)coc3c12,-8%
Cc1ccccc1NC(=O)CSc1nc2ccc(NC(=O)c3ccco3)cc2s1,11µM*
O=C(N[C@H]1C[C@H]2C(=O)NC[C@@H](CCC(=O)N3CCCCC3)N2C1)c1ccc(F)c(Cl)c1,-5%
CN(CC1(C)CCOCC1)C(=O)c1ccc2cc[nH]c2c1,4%
Cc1ccc2c(c1)C(=O)OC(C(=O)Nc1ncc(Cc3ccccc3Cl)s1)C2 (configuration not stated),35%[activator]
O=C1NC2(CCN(C(=O)c3ccc4c(c3)OCO4)CC2)Oc2ccccc21,i
O=S(=O)(c1cccnc1)N1CC(c2nc(CCOCC3CCOCC3)no2)C1,-4%
CN(Cc1ccc(-c2ccccc2)cc1)C(=O)c1ccccc1,?
CC(=O)NCC(=O)N1Cc2ccccc2CC2(CCCN2Cc2cccnc2)C1 (configuration not stated),22%

Continued.
smiles,Pf Dd2 inh
CC1=C[C@@H](CNC(=O)c2ccccc2)[C@H](C(C)C)C[C@H]1CC(=O)N1CCOCC1,-23%[44.1 µM]
Clc1ccc(-n2ncc3c(NC4CCCC4)ncnc32)cc1,i
CCOc1ccc(NC(=O)c2ccc(NC(=O)CCS(=O)(=O)c3cccs3)cc2)cc1,i
CC1CCN(C(=O)CCNc2c(-c3ccc(F)cc3)nc3cnccn23)CC1,i
Cc1ccc(NC(=O)c2ccc3snnc3c2)cc1Cl,17%
O=c1[nH]c(C2CCN(Cc3ccc(OC(F)(F)F)cc3)CC2)nn1Cc1ccccc1,-30%
Cc1ccc2oc3c(c(=O)c2c1)C1(C(=O)N(C)c2ccccc21)N(CCCO)C3=O (configuration not stated),26%
CN(C)c1ccc(-c2nnnn2[C@H]2CO[C@H]3[C@@H]2OC[C@H]3O)cc1,10%[44.1 µM]
CC(=O)c1ccc(N2CCN(C(=O)c3cc4c(s3)-c3ccccc3OC4)CC2)cc1,-6%
Cc1cn2nc(C(=O)Nc3cccc(F)c3C)cc2c(N(C)Cc2ccccc2)n1,-3%
Cc1cc2nn(-c3ccc(F)cc3)nc2cc1NC(=O)c1cccc2c(Cl)cccc12,68%[activator]
CNC(=O)Nc1ccc(C)n(CC(=O)NCc2cccc(OC)c2)c1=O,-13%
Cc1ccc(C(=O)N2CCN(c3cc(C(F)(F)F)ncn3)CC2)cc1,i
CC(=O)N1C[C@@H]2CCCN3CCC[C@@H]([C@H]23)[C@H]1CCCC(=O)NCc1ccc(N2CCN(C)CC2)cc1,?
CC1=C(C(=O)Nc2cccnc2)C(c2ccc(C)cc2)n2nc(SCc3ccccc3F)nc2N1 (configuration not stated),-13%
Cc1ccc(CN2CCC3(CC2)COc2ccccc2NC3=O)cc1,?
CCN(CC)c1ccc(NC(=O)c2cc(CN3CCCC3)on2)c(C)c1,?
COc1ccccc1N1CCN(CC[C@H]2CN(C(=O)CC(C)(C)C)CC[C@H]2CC(=O)O)CC1,6%
CCCS(=O)(=O)N[C@@H]1CN(c2ncccn2)C[C@H]1CN(C)C,i
O=C(c1cccc(F)c1)N1CCC(Cc2nc(-c3ccccc3)no2)CC1,-21%
O=C(CCn1cncn1)N1CCC2(CCC(=O)N(CCc3ccncc3)C2)CC1,?
CN(C)c1ccc(CNC(=O)Cc2ccc(NC(=O)N3CCCCc4ccccc43)cc2)cc1,6%
Cc1ccc(C(=O)N2CCC3(CC2)CC(=O)N(c2ccccc2)c2ccccc2O3)cc1,?
O=C(c1ccc(F)cc1F)N1CCC(c2nc(-c3ccc(S(=O)(=O)N4CCCC4)cc3)no2)CC1,9%
COCCNC(=O)[C@H]1CN2CCC1C[C@@H]2Cn1cc(-c2ccc(-c3ccccc3)cc2)nn1 (some centres not stated),i

5 entries drawn at random from the list so far, as already listed:
smiles,Pf Dd2 inh
COc1ccccc1N1CCN(CC[C@H]2CN(C(=O)CC(C)(C)C)CC[C@H]2CC(=O)O)CC1,6%
Cc1ccc2oc3c(c(=O)c2c1)C1(C(=O)N(C)c2ccccc21)N(CCCO)C3=O (configuration not stated),26%
Cc1cn2nc(C(=O)Nc3cccc(F)c3C)cc2c(N(C)Cc2ccccc2)n1,-3%
CC(=O)c1ccc(N2CCN(C(=O)c3cc4c(s3)-c3ccccc3OC4)CC2)cc1,-6%
O=c1[nH]c(C2CCN(Cc3ccc(OC(F)(F)F)cc3)CC2)nn1Cc1ccccc1,-30%

Additional results
smiles,Pf Dd2 inh
CCCN1CCN(C(=O)c2c(OC)cc(=O)n3c2CCCC3)CC1,60%[activator]
CC(NC(=O)c1csc2nc(-c3cccc(C(F)(F)F)c3)cn12)c1ccncn1 (configuration not stated),?
COC[C@@H]1[C@H](C(=O)N2CCN(Cc3ccccc3)CC2)CCC(=O)N1C,3%
CC(C)CCN1C(=O)CC[C@]2(C(=O)N(C)Cc3ccco3)CCCC[C@@H]12,?
Cc1cc(CN2CCC3(CC2)CCN(C(=O)c2ccco2)CC3CO)on1 (configuration not stated),1%
O=C(NCCc1c[nH]c2ccccc12)C1CC(=O)N(c2n[nH]c3cccc(F)c23)C1 (configuration not stated),-10%
CCOC(=O)c1c(NC(=O)/C=C/c2ccc(OC)cc2)sc2c1CCC(C)C2 (configuration not stated),39%[activator]
CCN1c2cc(C(=O)NCc3cccc(F)c3)ccc2C(=O)N2CCCCCC21 (configuration not stated),3.5µM*
CCC(C)NC(=O)N1CCn2nnc(CCC(=O)N3CCOCC3)c2C1 (configuration not stated),-41%
COc1ccc(CN2C[C@@H]3C(=O)N(CCc4ccccc4)C(=O)[C@@H]3C2)c(OC)c1,?
COc1cccc(CN2CCOC[C@H](Oc3ccc(C(F)(F)F)cn3)C2)c1,i
Cc1sc2ncn(CC(=O)N3CCN(c4ccccc4F)CC3)c(=O)c2c1S(=O)(=O)N1CCC(C)CC1,21%
Cc1ccc([C@H]2CN(C(=O)c3cc(C(C)C)on3)[C@@H]3C4CCN(CC4)[C@H]23)cc1,i
CCOc1ccc(S(=O)(=O)N(C(C)=O)c2ccc3oc(C)c(C(=O)OC)c3c2)cc1,-2%
COCCNC(=O)[C@H]1C[C@H](Oc2ccccc2)CN1C(=O)NCCc1ccccc1,i
COCCOCC(=O)N1CCC2(CC1)c1[nH]c3ccccc3c1CCN2C,-22%
COCCN1C(=O)CS(=O)C12CCN(S(=O)(=O)c1ccccc1)CC2 (configuration not stated),3%
CCC(=O)N1CCc2cc(S(=O)(=O)CCC(=O)NCc3ccc(C)cc3)ccc21,42%[activator]
CCCNC(=O)N1C[C@@H]2CCCN3CCC[C@@H]([C@H]23)[C@H]1CCCC(=O)NC,10%
COc1ccc(N2CCN(c3nc(C(=O)NC4CC4)cs3)CC2)cc1,i
Cn1c(COc2cccc(C(F)(F)F)c2Cl)nnc1C1CC(N)C1 (configuration not stated),?
COc1ccc(C)cc1NC(=O)CN1C(=O)COc2ccc(S(=O)(=O)N3CCOCC3)cc21,-10%
Cc1ccc2nc(-c3ccccc3F)c(Nc3ccc(Cl)cc3)n2c1,?
CC1(c2ccccc2)N(Cc2ccccc2C#N)C(=O)OC12CCN(C(=O)Cc1ccc(O)cc1)CC2 (configuration not stated),i
COC(=O)c1c(NC(=O)c2c(OC)cccc2OC)sc2c1CCCC2,18%

(cont.)
smiles,Pf Dd2 inh
CC(C)CS(=O)(=O)Nc1ccc([C@H]2OCC(=O)N(Cc3ccc(F)cc3)[C@@H]2CO)cc1,?
Cn1cc(CC(=O)N2CCCc3ncc(C(=O)N4CCCC[C@@H]4c4ccccc4)cc32)c2ccccc21,?
CC(=O)N[C@@H]1CN(C(=O)CCc2c[nH]c3ccccc23)C[C@H]1CO,15%
CC(C)c1ccc(C(=O)N2CCC(C3CCNC3)CC2)cc1 (configuration not stated),?
O=C(NCCN1CCCCC1)c1ccc(-c2nnc3ccc(NC(=O)C4CCC4)cn23)cc1,1.3µM*
Cc1cc(CN2CC3ON=C(C(=O)O)C3C2)cc(C)n1 (configuration not stated),22%[44.1 µM]
Cc1nn(C)c2c1c(C(F)(F)F)cc(=O)n2CC(=O)NCc1ccc(OC(C)C)cc1,-9%
N#Cc1cccc(CN2CC[C@@H]3OCC(=O)N(Cc4c[nH]c5ccccc45)[C@H]3CC2)c1,i
Cc1ccc(C(=O)N2CCC3(CC2)C(=O)N(CC(=O)N(C)C)CN3c2ccccc2)cc1,i
CCOc1ccccc1CNC(=O)c1oc2c(c1C)-c1nn(Cc3cccc(Cl)c3)cc1CC2,?
CCc1nc(CN(C)C(=O)C2CCCN2C(=O)C2CCCCC2)no1 (configuration not stated),5%
Cc1ccc2ncc(C(=O)Nc3cccc(C(F)(F)F)c3)c(=O)n2c1,23%
Cc1cccc(C(=O)NCC(=O)OCc2cc(=O)n3nc(C)sc3n2)c1,-22%
CNC(=O)N1CCCN(S(=O)(=O)c2ccccc2)CCC(=O)NCC1,7%
Cc1ccc(CN2CCC(CNC(=O)Nc3cccc(Cl)c3C)C2)cc1 (configuration not stated),?
Cc1cccc(NC(=O)CN2C(=O)NC(c3ccc(Cl)cc3)C3=C2COC3=O)c1C (configuration not stated),?
COc1cc(CN2CCN(Cc3cccc(SC)c3)CC2CCO)cc(OC)c1 (configuration not stated),-6%
COc1ccc(Cl)cc1S(=O)(=O)Nc1ccc2[nH]c(=O)[nH]c2c1,-10%
CCn1c(=O)c2cc(C(=O)NCCCN3CCN(c4ccc(F)cc4)CC3)sc2c2ccccc21,?
CCCCN(C)C(=O)CN1C(=O)CCn2nc(-c3cn(C)c4ccccc34)cc21,-11%
Cc1cc(Cn2cc3c4c(cccc42)[C@H](CC(C)C)N[C@H](C(=O)NCc2ccccn2)C3)no1,13µM*
CCOC(=O)c1ccccc1NC(=O)CSc1ccc(-c2cccs2)nn1,-11%
CN(C)c1cccc(Oc2nnnn2[C@H]2CO[C@H]3[C@@H]2OC[C@@H]3NC(=O)c2ccccc2)c1,i
CCCn1c(CCC(=O)Nc2ccccc2OC)nc2cccnc21,34%[activator][5.79 µM]
O=C1CCN(S(=O)(=O)c2ccccc2)CCCN(C(=O)c2nccc3ccccc23)CCN1,-29%

Filtered by structure: the compounds so far containing a cyano group (2)
smiles,Pf Dd2 inh
CC1(c2ccccc2)N(Cc2ccccc2C#N)C(=O)OC12CCN(C(=O)Cc1ccc(O)cc1)CC2 (configuration not stated),i
N#Cc1cccc(CN2CC[C@@H]3OCC(=O)N(Cc4c[nH]c5ccccc45)[C@H]3CC2)c1,i

The list continues.
smiles,Pf Dd2 inh
O=C(NCc1ccnc2[nH]ccc12)c1cccc(Br)c1,?
COc1cccc(CN2CCCC(c3nc(-c4cnccn4)no3)CCNC(=O)CC2)c1OC (configuration not stated),i
COCCOc1ncccc1-c1noc([C@@H]2CCCN2Cc2ncc[nH]2)n1,?
CCOC(=O)c1ccc(NC(=O)c2noc3c2CCCC3)cc1,?
Cc1ccccc1S(=O)(=O)N1CCN(C2CCN(Cc3cccnc3)C2=O)CC1 (configuration not stated),i
COc1cc(C(=O)N(Cc2cccnc2)c2nc3cc(C)c(C)cc3s2)cc(OC)c1OC,?
O=C1N[C@H](CCC(=O)N2CCN(Cc3ccccc3)CC2)C(=O)Nc2ccccc21,-8%
COc1ccc(NC(=O)Cn2c(=O)n(C(C)C)c(=O)c3oc4ccccc4c32)cc1Cl,?
COc1cccc(CNC(=O)c2c(OC)cc(=O)n3c2CCCC3)c1OC,i
CCCCNC(=O)c1cn(C)c2ccc(S(=O)(=O)N3CCCC3)cc2c1=O,-5%
CC[C@H]1CN2CC[C@H]1C[C@@H]2CNC(=O)COCC(=O)O,14%[44.1 µM]

Compound activity deposited in PubChem by National Center for Advancing Translational Sciences (NCATS).
